From PubChem
EPAC1 ag = EPAC1 (human) agonism | O95398 | EPAC1 agonist qHTS, biochemical assay; response scale: 100% = response to 6.5 mM cAMP | Potency, µM (titrated, usually from 154 µM), for the others: at the top dose activation, usual class: activators | 360,000 compounds, 0.073% hits; note: potency is the fitted concentration of half-maximal effect; nearly all actives have a fitted effect of over 60% in size
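Read-out is the fluorescence drop as BODIPY-GDP leaves Rap1B (480 nm excitation, 540 nm emission), recorded every 5 minutes over 30 minutes. Reactions held 100 nM EPAC1, 250 nM Rap1B–BODIPY-GDP and 50 uM GDP, with 6.5 mM cAMP setting full activation.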
WRN inhibitor = blocks human WRN helicase. Q14191. WRN helicase unwinding, fluorescent forked duplex, kinetic. Potency, µM (titrated, usually from 114 µM), for the others: at the highest dose activity change, negative = inhibition, hits mostly inhibitors. 360,000 compounds, 0.46% hits. AID 651768; note: potency is the fitted concentration of half-maximal effect; % is set by controls: 0 for no effect and ±100 for the full control effect; nearly all actives have a fitted effect of over 55% in size
Target sequence (Q14191 whole entry, looked up): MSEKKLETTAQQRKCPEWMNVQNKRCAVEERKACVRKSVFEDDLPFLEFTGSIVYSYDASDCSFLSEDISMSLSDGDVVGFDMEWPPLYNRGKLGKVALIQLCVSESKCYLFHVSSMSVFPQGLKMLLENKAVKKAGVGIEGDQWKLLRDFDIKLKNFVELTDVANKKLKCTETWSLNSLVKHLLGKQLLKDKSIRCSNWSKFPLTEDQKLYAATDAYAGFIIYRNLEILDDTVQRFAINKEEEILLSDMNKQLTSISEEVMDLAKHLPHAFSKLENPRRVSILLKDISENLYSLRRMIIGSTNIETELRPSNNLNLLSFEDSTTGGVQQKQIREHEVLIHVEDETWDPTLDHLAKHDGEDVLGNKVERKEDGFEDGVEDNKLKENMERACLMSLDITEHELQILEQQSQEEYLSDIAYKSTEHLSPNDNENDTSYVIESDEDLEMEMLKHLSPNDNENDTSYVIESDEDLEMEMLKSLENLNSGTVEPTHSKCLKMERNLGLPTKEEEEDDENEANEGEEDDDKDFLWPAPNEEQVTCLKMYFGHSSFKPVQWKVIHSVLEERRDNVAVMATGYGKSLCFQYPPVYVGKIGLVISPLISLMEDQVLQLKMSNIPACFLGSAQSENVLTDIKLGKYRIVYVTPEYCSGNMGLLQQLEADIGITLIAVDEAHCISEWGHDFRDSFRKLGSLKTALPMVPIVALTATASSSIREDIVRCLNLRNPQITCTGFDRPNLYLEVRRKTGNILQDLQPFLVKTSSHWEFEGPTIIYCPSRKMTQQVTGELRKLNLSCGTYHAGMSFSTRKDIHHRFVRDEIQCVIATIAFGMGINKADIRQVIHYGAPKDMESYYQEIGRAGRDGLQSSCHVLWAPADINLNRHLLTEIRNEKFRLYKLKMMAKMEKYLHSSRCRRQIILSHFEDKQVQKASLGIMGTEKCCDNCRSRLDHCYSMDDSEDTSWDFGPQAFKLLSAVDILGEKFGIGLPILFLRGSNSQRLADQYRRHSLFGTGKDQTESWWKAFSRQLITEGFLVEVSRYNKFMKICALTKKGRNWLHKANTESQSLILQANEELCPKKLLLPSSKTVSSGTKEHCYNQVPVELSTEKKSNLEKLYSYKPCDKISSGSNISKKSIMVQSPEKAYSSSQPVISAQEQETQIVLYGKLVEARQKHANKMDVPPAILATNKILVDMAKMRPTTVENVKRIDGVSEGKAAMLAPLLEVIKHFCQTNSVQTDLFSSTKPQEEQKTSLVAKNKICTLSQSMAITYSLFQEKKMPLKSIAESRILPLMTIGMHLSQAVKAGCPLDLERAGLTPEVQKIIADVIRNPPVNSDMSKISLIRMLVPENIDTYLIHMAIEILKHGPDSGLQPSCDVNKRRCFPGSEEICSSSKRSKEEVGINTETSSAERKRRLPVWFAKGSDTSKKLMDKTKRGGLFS
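WRN at 20 nM final preincubated with compound 15 min at room temperature; reaction started with 100 nM fluorophore/quencher forked duplex oligonucleotide and 2 mM ATP final. Unwinding followed kinetically by red fluorescence (ex 525, em 598 nm).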
PLK1 PBD block = PLK1 (human) polo-box domain binding inhibition. P53350. Plk1 PBD binding of FITC phosphopeptide, fluorescence polarization. Potency, µM, for inactives: max response, negative = inhibition, most hits filed as inhibitors. 360,000 compounds, 2.8% hits; note: potency is the fitted concentration of half-maximal effect; series mostly up to about 57 µM; % is set by controls: 0 for no effect and ±100 for the full control effect; nearly all actives have a fitted effect of over 65% in size
EPAC1 antagonist = EPAC1 (human) antagonism; Potency, µM (series often up to 115 µM), inactives show top-dose activity change, negative = inhibition, actives largely listed as inhibitors; EPAC1 GEF assay, Rap1b-BODIPY-GDP exchange fluorescence; O95398; 360,000 compounds, 0.14% hits;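 note: potency is the fitted concentration of half-maximal effect; plate controls were vehicle for no effect and positive control for full effect; nearly all actives have a fitted effect of over 50% in size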
PI5P4K alpha inh = PI5P4K alpha (human) kinase inhibition. P48426. max response, %. 330,000 compounds, 1.2% hits. PI5P4Kalpha enzyme, ADP-Glo luminescence, 60 min; hits give low values; active = max response of -50% or lower; inconclusive = between -30% and -50%; inactive = -30% or higher; note: value at the top dose of about 77 µM; % is set by controls: 0 for no effect and ±100 for the full control effect
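Reactions run in 0.038 M HEPES pH 7.4, 0.28 mM EGTA, 0.1% CHAPS and 5% DMSO, with PI5P4Kalpha, substrate, compound and 5 microM ATP final, one hour at room temperature. Readout is ADP-Glo luminescence.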
CCT chaperon mod = cytosolic chaperonin activity modulation. activity change, % (concentration not given with the values), hits read low. 360,000 compounds, 0.3% hits. purified chaperonin ATPase assay, HTRF ADP detection, 30 min; in the data active = activity change below about -30%; note: % is set by controls: 0 for no effect and ±100 for the full control effect
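TRiC at 40 or 20 nM final (batch-dependent) in 30 mM Tris pH 7.4, 100 mM KCl, 5 mM MgCl2, 1 mM DTT, with compound at single 76 uM and 10 uM ATP, 30 min at 37 deg C. ADP detected by HTRF Transcreener, 665/615 ratio.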
Mm-Cpn inhibitor = blocks the Methanococcus maripaludis chaperonin Mm-Cpn. Potency, µM (doses to about 76.9 µM), without a hit: at the top dose activity, negative = inhibition, most hits filed as inhibitors. purified Mm-Cpn ATPase, ADP Transcreener TR-FRET. 330,000 compounds, 0.031% hits. AID 504842; note: potency is the fitted concentration of half-maximal effect; % is set by controls: 0 for no effect and ±100 for the full control effect; nearly all actives have a fitted effect of over 80% in size
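Measured: ADP formation by purified Mm-CPN. Conditions: 25 nM protein, 10 uM ATP, Tris pH 7.4 with Mg2+, K+ and DTT, 37°C for 30 min. Detection: Transcreener HTRF after 30 min at room temperature.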
EPAC2 antag = EPAC2 (human) antagonism; 360,000 compounds, 0.18% hits; EPAC2 GEF exchange of Rap1B-BODIPY-GDP, fluorescence; Q8WZA2; AID 720708; Potency, µM (top dose mostly 114 µM), for inactives: top-dose activity, negative = inhibition, hits mostly inhibitors; note: potency is the fitted concentration of half-maximal effect; % is set by controls: 0 for no effect and ±100 for the full control effect; nearly all actives have a fitted effect of over 45% in size; many of its hits are not listed in these tables
Active calls of the source: *; u = inconclusive; x = not tested or not shown; & = joins results of further samples; [ ] = another dose, or the depositor's remark. Unless noted, calls come from the whole dose curve; as a rule, active = well fitted curve in the direction sought with a large enough effect; inconclusive = small, poorly fitted or top-dose-only effect, or another doubt; inactive = no such curve, though single readings can be large; an effect the other way counts as inactive or inconclusive. This is a subset. The share of hits here may be higher or lower than overall.

entry	EPAC1 ag	molecule	WRN inhibitor	PLK1 PBD block	EPAC1 antagonist	PI5P4K alpha inh	CCT chaperon mod	Mm-Cpn inhibitor	EPAC2 antag
1	-2%	O=[N+]([O-])c1cccc(-c2ccc(C(=S)N3CCN(c4ccccc4)CC3)o2)c1	-14%	12µM*	12%	-8	0.5	-1%	7%
2	3%	Cn1c(Sc2ccc(C(=O)O)cc2[N+](=O)[O-])nnc1-c1ccccc1	u	4.2µM*	-2%	-77*	0.3	-1%	15%
3	2%	O=C(Nc1ccc(F)cc1)Nc1nnc(Cc2ccccc2)s1	-11%	-3%	5%	1	-1.2	0%	0%
4	-3%	O=C(NC(=S)N1CCOCC1)c1ccccc1Cl	3%	0%	-6%	2	-1.2	0%	2%
5	4%	Cn1nccc1C(=O)OCC(=O)Nc1ccc(S(N)(=O)=O)cc1	-21%	-2%	-22%	-1	0.1	2%	3%
6	0%	COc1ccc(-c2nnn(CC(=O)NCc3ccc4c(c3)OCO4)n2)cc1OC	-8%	5%	-4%	-3	-2.3	5%	6%
7	1%	Cc1ncc2c(c1OC(=O)c1ccc([N+](=O)[O-])cc1)COC(C)(C)OC2	-6%	-11%	-20%	6	0.0	-1%	-9%
8	1%	O=C(NC1CCCC1)c1ccc(CS(=O)Cc2ccccc2Cl)o1 (centres undefined)	7%	-9%	10%	0	0.4	2%	-3%
9	3%	C/C(=N\NC(=O)C(=O)N/N=C(\C)c1cccc(O)c1)c1cccc(O)c1	-5%	-16%	9%	2	-2.8	1%	8%
10	2%	O=C(Cc1ccccc1)NCC(=O)OCC(=O)c1ccccc1Cl	7%	-2%	13%	-4	0.9	1%	8%
11	11%	CCOc1ccc(-c2nnc3sc(COc4ccc(Cl)cc4)nn23)cc1	-35%	-8%	-5%	-4	-4.6	0%	-5%
12	-5%	Oc1ccc2ccccc2c1N=Nc1ccc(F)cc1	-14%	13%	-38%	0	1.1	-3%&0%	-11%
13	0%	Cc1cc(C)cc(C(=O)N2CCN=C2c2ccccc2)c1	-5%	-8%	1%	5	0.6	2%	-8%
14	3%	CCOc1ccc(C(C)=O)cc1COC(=O)c1cc([N+](=O)[O-])ccc1N1CCOCC1	-27%	-15%	-2%	6	3.6	-1%	-1%
15	10%	COc1ccc(C(CC(=O)Nc2ncccc2C)N2Cc3ccccc3C2=O)cc1 (centres undefined)	8%	u	-19%	0	0.3	-2%	0%
16	4%	Cc1ccc(C)n1-c1ccc(C(=O)NCC2CCCO2)cc1 (centres undefined)	-10%	-4%	-1%	-6	-0.5	3%	-5%
17	2%	CCOc1cccc(C2C(C(=O)c3cccs3)=C(O)C(=O)N2Cc2cccnc2)c1 (centres undefined)	-11%	-1%	-3%	-2	-3.0	3%	-11%
18	4%	COc1ccc(OCC(=O)NC(=S)N2CCCc3ccccc32)cc1	-6%	u	-12%	-14	-1.6	-1%	-2%
19	-7%	Cc1ccc(NC(=O)Cn2c3ccc(F)cc3c3nc4n(c(=O)c32)CCS4)cc1F	8%	4%	4%	5	-1.3	0%	9%
20	9%	Cc1cccc(C)c1NC(=O)CSc1ccc([N+](=O)[O-])cn1	0%	-3%	10%	8	-1.3	3%	0%
21	2%	O=C(CNC(=O)c1cccs1)NCC(=O)OCc1ccccc1Cl	-4%	0%	2%	x	-3.9	1%	1%
22	-1%	Cc1ccccc1C(=O)NC1CCS(=O)(=O)C1 (centres undefined)	2%	-1%	-10%	-2	-0.5	2%	5%
23	8%	Cc1ccc(CN(CC(=O)NCCc2ccccc2)C(=O)CCCC(=O)Nc2cc(C)on2)cc1	-5%	0%	10%	x	0.5	-1%	-2%
24	-10%	CCOc1ccc(C(C)NC(=S)NCc2ccc(F)cc2)cc1 (centres undefined)	-6%	2%	-18%	3	-4.9	0%	-14%
25	32µM*	CC(Oc1ccc(-c2nnco2)cc1)C(=O)N1CCOCC1 (centres undefined)	3%	1%	-20%	9	2.6	2%	1%
26	7%	Cc1ccc(-c2nc(-c3cccnc3)no2)c(C)c1	-2%	-13%	2%	8	-0.9	-2%	-13%
27	-7%	CN(C)CCNC(=S)Nc1ccc(-c2nc3ccccc3[nH]2)cc1	-5%	-10%	3%	-11	1.8	2%	10%
28	-7%	CC1CCCC=CC2CC(OC(=O)CN(C)C)CC2C(O)C=CC(=O)O1 (centres undefined)	5%	-5%	-10%	-3	-4.6	x	0%
29	21%	Oc1ccc(N=Cc2ccc(O)c(O)c2)cc1	32µM*	21µM*	40µM*	-79*	0.5	-10%	u
30	4%	Nc1nonc1C(=O)N/N=C/c1cccc([N+](=O)[O-])c1	-2%	-1%	-20%	9	-1.1	1%	1%

One compound at a time (already shown). Order of values: EPAC1 ag	WRN inhibitor	PLK1 PBD block	EPAC1 antagonist	PI5P4K alpha inh	CCT chaperon mod	Mm-Cpn inhibitor	EPAC2 antag
Cc1ccc(-c2nc(-c3cccnc3)no2)c(C)c1 is listed with 7%	-2%	-13%	2%	8	-0.9	-2%	-13%
Oc1ccc2ccccc2c1N=Nc1ccc(F)cc1 is listed with -5%	-14%	13%	-38%	0	1.1	-3%&0%	-11%

Next compounds follow:
entry	EPAC1 ag	molecule	WRN inhibitor	PLK1 PBD block	EPAC1 antagonist	PI5P4K alpha inh	CCT chaperon mod	Mm-Cpn inhibitor	EPAC2 antag
31	-19%	CC1CC(=O)N(c2ccc(NCCc3ccc(O)cc3)c([N+](=O)[O-])c2)C1=O (centres undefined)	-12%	4%	1%	0	3.6	0%	-13%
32	7%	Cc1cc(N2CCOCC2)ccc1/C=C\[N+](=O)[O-]	u	13µM*	-1%	4	-2.0	2%	3%
33	3%	CCOC(=O)C1=C(CS(=O)(=O)c2ccccc2)NC(=O)NC1c1cc(OC)c(O)c(OC)c1 (centres undefined)	6%	-8%	0%	-3	-2.6	0%	3%
34	13%	Cn1cc(Br)c(C(=O)Nc2nccs2)n1	-29%[57.1 µM]	-2%	8%	7	-0.6	1%	8%
35	-2%	O=C(c1cccc(F)c1)N1CCC(O)(c2cccnc2)CC1	4%	1%	6%	x	1.1	0%	13%
36	1%	CCCCNC(=O)C1(c2ccc(OC)cc2)CCOCC1	3%	-8%	-19%	x	-1.5	1%	-2%
37	12%	CC(C)c1ccc(NC(=S)Nc2ccc3[nH]c(=O)[nH]c3c2)cc1	-5%	-17%	-14%	5	-17	0%	-3%
38	10%	COc1ccccc1NC(=O)CSc1nnnn1-c1ccc(F)cc1	u	-10%	3%	6	0.7	-1%	2%
39	12%	COCCn1nnnc1C(c1ccc(OC)cc1)N1CCC(C)CC1 (centres undefined)	-28%	-5%	-14%	-2	-3.0	-3%	13%
40	5%	Cc1cc(C)cc(C(=O)NCC(=O)OCC(=O)N2CCCCC2)c1	-3%	0%	1%	1	0.4	-1%	-8%
41	-1%	Cc1ccc(-c2n[nH]c(=O)c3ccccc23)c(C)c1	3%	5%	-23%	-16	-0.1	-2%	4%
42	-3%	NC(=S)Nc1cnc2ccccc2c1	-2%	-10%	4%	-8	-3.7	0%	-4%
43	-4%	Nc1nc(-c2ccco2)c(-c2ccco2)s1	-34%	-7%	-23%	u	1.5	-6%	15%
44	-1%	Cc1ccc(S(=O)(=O)CC(CN2CCOCC2)N2CCOCC2)cc1 (centres undefined)	-15%[57.1 µM]	-1%	-7%	2	-12	-3%	4%
45	-1%	Cc1ccc(S(=O)(=O)NCc2ccco2)cc1C	2%	-1%	6%	x	4.0	-1%	3%
46	-6%	COc1cc(/C=C/CNC[C@H]2O[C@@H](n3cnc(C(N)=O)n3)[C@H](O)[C@@H]2O)ccc1O	-10%	-19%	-10%	-11	-2.1	x	7%
47	-1%	Cc1ccc(CNC(=O)CCC(=O)N2CC(C)Oc3ccccc32)cc1 (centres undefined)	-9%	-2%	-11%	-1	0.8	0%	-5%
48	-3%	Cc1cc(C)cc(S(=O)(=O)Cc2noc(C(=O)NCc3ccccc3)c2C(=O)NCc2ccccc2)c1	-4%	4%	u	3	0.5	-2%	10%
49	2%	CCOc1ccc(NC(=O)C(C)O)c(NS(=O)(=O)c2ccc(CCNC(C)=O)cc2)c1 (centres undefined)	4%	-5%	21%	x	-1.9	-3%	10%
50	4%	Cc1ccc(N(C(=O)c2ccc(S(=O)(=O)N(C)C)cc2)C2C=CS(=O)(=O)C2)cc1 (centres undefined)	9%	-16%	-11%	-2	-3.0	0%	-6%
51	-1%	CCn1ncc(C2=NOC(C(=O)N3CCN(c4ccccc4)CC3)C2)c1C (centres undefined)	8%	-8%	-4%	x	-2.1	2%	6%
52	4%	O=C(c1ccc(Br)o1)N1CCN(c2ccccc2F)CC1	-21%	1%	1%	0	3.6	-4%	-3%
53	3%	CC(=O)N1CCc2c(sc(NC(=O)Cc3ccc(F)cc3)c2C#N)C1	4%	-19%	-7%	4	-1.5	1%	6%
54	15%	CCOC(=O)/C(C(C)=O)=C1\OC(=O)c2ccccc21	-2%	-15%	1%	x	-3.9	0%	-6%
55	-9%	CCc1nc2ccc(C(=O)N3CCN(c4ccccc4)CC3)cn2c1N(C)CCC(C)C	-11%[57.1 µM]	-9%	-27%	4	1.0	x	u
56	2%	COC(=O)c1cc(N=CC2=C(O)CC(C)(C)CC2=O)cc(C(=O)OC)c1	1%	-5%	-5%	1	-9.0	0%	3%[57.1 µM]
57	-6%	Cc1ccccc1Cn1cc(NC(=O)c2noc(C(C)C)c2[N+](=O)[O-])cn1	2%	7%	-4%	-1	1.8	4%	-2%
58	1%	CCc1nc2c(OCc3ccc4c(c3)OCO4)cccn2c1N(C=O)Cc1ccc(OC)cc1	-11%	-4%	-5%	0	-0.5	x	-20%
59	-16%	CC1CCN(C(C(=O)Nc2ccc(C(C)C)cc2)c2ccc3c(c2)OCO3)CC1 (centres undefined)	-6%	0%	-13%	2	-1.5	0%	u
60	2%	CCOCc1nnc(NC(=O)CCC2CCCCC2)s1	13%	-3%	-17%	-6	-1.8	2%	-1%
61	9%	CCc1ccccc1N(C)S(=O)(=O)c1cc(-c2cc(C)no2)ccc1OC	-16%[57.1 µM]	-9%	-2%	11	-1.1	-3%	-16%
62	5%	Cc1nc(-c2ccccc2OC(F)(F)F)[nH]c(=O)c1Cl	u	-8%	2%	0	-2.9	0%	-1%
63	1%	Cc1ccc(NC(=O)N2CCC(NC(=O)c3ccccc3C)CC2)cc1	-3%	-2%	-1%	-1	0.4	0%	9%
64	0%	Cc1ccc(C(=O)NCCCN2CCOCC2)cc1N1CCCC1=O	3%	-3%	-14%	-2	-0.8	-2%	-2%
65	6%	CCOc1cc(C(=S)N2CCOCC2)ccc1OS(=O)(=O)c1ccccc1[N+](=O)[O-]	-1%	-9%	-21%	-1	-0.8	-4%	5%
